VHR inh abs – DUSP3 (human) phosphatase inhibition; P51452; recombinant VHR phosphatase, pNPP absorbance; inhibition, % at 13.3 µM; 290,000 compounds, 0.52% hits; in the data active = inhibition above about 50%; note: some compounds called inactive have numbers as strong as hits
Target sequence (P51452 whole entry, looked up): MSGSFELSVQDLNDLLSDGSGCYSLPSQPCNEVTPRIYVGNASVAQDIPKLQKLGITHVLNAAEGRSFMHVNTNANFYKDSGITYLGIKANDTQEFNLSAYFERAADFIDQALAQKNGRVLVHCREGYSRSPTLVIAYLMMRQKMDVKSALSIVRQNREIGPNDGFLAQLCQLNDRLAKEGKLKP
TcdB inh – blocks C. difficile toxin B glycohydrolase activity; P18177; TcdB glycohydrolase enzymatic assay, plate reader; inhibition, % at 9.99 µM; 350,000 compounds, 0.24% hits; AID 652162; in the data active = inhibition above about 10%
SSB-PriA inh – K. pneumoniae PriA-SSBct interaction inhibition | inhibition, % at 33 µM | AlphaScreen SSBct-PriA binding, biotinylated peptide | 430,000 compounds, 0.6% hits; in the data active = inhibition mostly above about 37%, no sharp cut-off; inactive = mostly below about 20%;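 note: plate controls were negative control peptide for no effect and reference peptide for full effect; strong numbers were not always called active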
Vc quorum ag – inducers of Vibrio cholerae quorum light production without autoinducers; V. cholerae BH1578 lux reporter, luminescence, 6 h; activation, % at 18.7 µM; 350,000 compounds, 0.16% hits; AID 588436; in the data active = activation mostly above about 9.7%, no sharp cut-off; note: not every result past the cut was called active; inactives centre near 0; reference of the scale not given here
Yp Topo-I inh – inhibitors of Yersinia pestis topoisomerase I; Y. pestis Topo-I cleavage product accumulation, plate reader; activity, % at 10 µM; 360,000 compounds, 0.064% hits; in the data active = activity above about 50%, passing the limit was not always enough; note: inactives centre near 2
CCHF vOTU inh – blocks the CCHF virus ovarian tumor domain protease; CCHFV vOTU protease, Pep-AMC fluorescence; inhibition, % at 11.5 µM; 370,000 compounds, 0.55% hits; AID 651958; in the data active = inhibition above about 30%; note: 0% = vehicle wells with enzyme and 100% = no enzyme wells
SARS 3CLpro inh – SARS-CoV 3CLpro protease inhibition. inhibition, % at 6 µM. AID 1706. 290,000 compounds, 0.14% hits. recombinant SARS-CoV 3CLpro, quenched FRET peptide cleavage; in the data active = inhibition above about 12%
PrPC TRFRET – cell surface PrPC inhibition, primary TR-FRET screen; TR-FRET read-out; inhibition, % at 13.8 µM; 370,000 compounds, 0.43% hits; in the data active = inhibition above about 24%; note: 0% = median of the test wells and 100% = reference compound wells
Rv3671c inh – inhibits the M. tuberculosis serine protease Rv3671c. 320,000 compounds, 0.048% hits. inhibition, % at 5.96 µM. P9WHR9; in the data active = inhibition above about 38%;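 note: extracellular domain of Rv3671c used as enzyme; 0% = enzyme with DMSO and 100% = no enzyme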
Target sequence (P9WHR9 whole entry, looked up, the tested form may be a part): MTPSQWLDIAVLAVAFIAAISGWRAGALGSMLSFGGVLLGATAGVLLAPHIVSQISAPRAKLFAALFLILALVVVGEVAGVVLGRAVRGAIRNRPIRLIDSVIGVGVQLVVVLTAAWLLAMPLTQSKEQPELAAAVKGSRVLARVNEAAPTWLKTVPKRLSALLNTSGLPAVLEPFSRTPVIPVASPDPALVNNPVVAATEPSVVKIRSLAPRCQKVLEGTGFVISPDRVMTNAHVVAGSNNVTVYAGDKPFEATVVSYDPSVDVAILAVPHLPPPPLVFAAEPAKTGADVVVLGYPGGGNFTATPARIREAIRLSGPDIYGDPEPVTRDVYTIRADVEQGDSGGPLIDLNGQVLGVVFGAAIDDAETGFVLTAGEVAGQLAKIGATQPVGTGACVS
MazF activator – MazEF (E. coli) toxin RNase activation; activation, % at 20 µM; FAM/BHQ RNA-DNA oligo cleavage fluorescence, 5 h; P0AE70; 350,000 compounds, 0.32% hits; in the data active = activation above about 50%
Target sequence (P0AE70 whole entry, looked up): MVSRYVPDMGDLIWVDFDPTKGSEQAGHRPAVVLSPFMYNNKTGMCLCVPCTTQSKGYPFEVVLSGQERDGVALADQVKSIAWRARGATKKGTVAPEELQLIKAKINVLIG
* = called active by the depositor; i = inactive; · = not tested or not shown; & = joins results of further samples.

cpd	SMILES	VHR inh abs	TcdB inh	SSB-PriA inh	Vc quorum ag	Yp Topo-I inh	CCHF vOTU inh	SARS 3CLpro inh	PrPC TRFRET	Rv3671c inh	MazF activator
1	CCCCCOC(=O)c1[nH]c2c(c1C)C(=O)CC(c1ccco1)C2 (stereo unspecified)	7.6	·	-0.8	-0.2	1.8	·	-5.0	·	-16.7	1.8
2	CC1=CCC2C(=O)N(c3nc4ccccc4n3C)C(=O)C2C1 (stereo unspecified)	1.2	·	-6.8	i	-0.9	1.7	-2.1	4.5	-23.9	-0.5
3	N#Cc1cccc(S(=O)(=O)NCCOc2ccccc2F)c1	·	-0.2	-3.5	i	3.6	6.1	·	1.7	-12.4	5.0
4	Cc1cc(C(=O)NC2CC(C)(C)Cc3c2cnn3-c2cccc(F)c2)nn1C (stereo unspecified)	22.6	1.2	-7.0	-0.6	28.4	5.2	-1.4	-4.1	-7.1	2.4
5	O=C(CSc1nnc(Cc2ccccc2)n1-c1cccc(Cl)c1)N1CCOCC1	6.2	·	-16.6	-0.2	6.8	-15.4	-0.7	-2.0	-10.3	4.7
6	CCCCc1ccc(Nc2ncccc2C#N)cc1	23.5	·	-56.7	-1.0	18.5	10.1	4.7	9.6	-2.1	3.6
7	NC(=NCCc1ccccc1)NS(=O)(=O)c1ccccc1F	3.9	-2.3	-4.7	-2.2	1.9	-6.6	-1.3	1.2	0.7	8.0
8	CS(=O)(=O)N(Cc1ccccc1)c1ccccc1C(=O)N1CCN(c2ccccc2)CC1	21.3	·	-4.2	i	-8.1	-6.8	3.0	-3.1	-1.0	2.1
9	Cc1ccc(S(=O)(=O)N(C)C[C@H]2Oc3ncc(-c4ccccc4)cc3C(=O)N([C@@H](C)CO)C[C@@H]2C)cc1	·	1.6&-1.0&-2.4	·	i	17.1	-5.2	·	9.8	·	-0.8
10	COc1ccc(OC)c(NC(=O)c2cccc(NC(=O)c3ccccc3C(=O)O)c2)c1	10.0	-0.3	2.6	i	-0.6	5.2	-2.7	6.1	-1.0	3.7
11	CCS(=O)(=O)C1=NSC2=NC(=O)/C(=C\c3ccc(OC(=O)c4ccco4)c(OC)c3)C(=N)N21	-27.0	1.1	4.0	i	5.8	16.9	0.7	-6.0	3.6	18.1
12	CN(CC(=O)NCc1ccccc1)CC(=O)Nc1ccc(Cl)c(C(F)(F)F)c1	·	-1.2	-7.5	-0.5	12.1	2.0	·	-6.0	2.7	0.4

4 records picked at random from the list so far, as already listed:
cpd	SMILES	VHR inh abs	TcdB inh	SSB-PriA inh	Vc quorum ag	Yp Topo-I inh	CCHF vOTU inh	SARS 3CLpro inh	PrPC TRFRET	Rv3671c inh	MazF activator
2	CC1=CCC2C(=O)N(c3nc4ccccc4n3C)C(=O)C2C1 (stereo unspecified)	1.2	·	-6.8	i	-0.9	1.7	-2.1	4.5	-23.9	-0.5
7	NC(=NCCc1ccccc1)NS(=O)(=O)c1ccccc1F	3.9	-2.3	-4.7	-2.2	1.9	-6.6	-1.3	1.2	0.7	8.0
4	Cc1cc(C(=O)NC2CC(C)(C)Cc3c2cnn3-c2cccc(F)c2)nn1C (stereo unspecified)	22.6	1.2	-7.0	-0.6	28.4	5.2	-1.4	-4.1	-7.1	2.4
11	CCS(=O)(=O)C1=NSC2=NC(=O)/C(=C\c3ccc(OC(=O)c4ccco4)c(OC)c3)C(=N)N21	-27.0	1.1	4.0	i	5.8	16.9	0.7	-6.0	3.6	18.1

The listing continues:
cpd	SMILES	VHR inh abs	TcdB inh	SSB-PriA inh	Vc quorum ag	Yp Topo-I inh	CCHF vOTU inh	SARS 3CLpro inh	PrPC TRFRET	Rv3671c inh	MazF activator
13	Nc1nonc1C(=O)NCCNCc1ccccc1OCc1ccccc1F	28.0	·	6.0	-16.7	7.7	-5.3	-0.4	-10.3	-7.4	0.7
14	NNC(=O)CN1C(c2ccc(Br)cc2)=Nc2ccc(Br)cc2C1c1ccccc1 (stereo unspecified)	2.6	·	7.6	i	3.6	14.1	6.0	-1.3	-30.2	6.8
15	Cc1ccsc1/C=N/n1c(-c2ccccc2)n[nH]c1=S	-0.5	0.4	·	0.5	1.3	-9.2	3.1	-4.9	-1.1	-5.0
16	O=C1c2ccccc2C(=O)N1CCCc1nc(-c2cccnc2)no1	13.5	·	-13.3	i	-1.7	-2.3	1.1	2.3	-4.3	-2.7
17	O=c1[nH]c(Nc2ccccn2)cc2ccccc12	·	0.0	3.8	1.5	-8.4	-13.8	·	-1.4	-37.1	5.6
18	CC(=O)NCCc1nc2ccccc2n1CCc1ccccc1	15.1	0.3	-17.1	-0.2	-0.9	-4.0	-4.7	2.8	·	-12.8
19	Cc1c(C#N)c(N=CN(C)C)c(C(=O)c2ccc(Br)cc2)n1-c1ccc(Cl)cc1	28.6	·	17.9	12.5	30.7	2.6	0.8	4.5	-2.1	1.0
20	Cc1sc2ncnc(N3CCC(C(=O)N(C)CC(=O)Nc4cccc(F)c4)CC3)c2c1C	·	0.6	·	0.0	18.0	3.9	·	3.5	·	-4.0
21	O=C(CCCc1ccccc1)Nc1ccccc1[N+](=O)[O-]	12.7	0.2	28.4	i	3.6	-10.9	1.1	-6.0	2.0	-1.7
22	CC(=O)N1N=C(c2ccc(NS(C)(=O)=O)cc2)CC1c1ccc2nccnc2c1 (stereo unspecified)	30.5	1.6	-9.9	-0.4	-4.8	1.1	5.9	-11.9	-5.6	-6.9
23	O=C(C(O)c1ccccc1)N1N=C(c2ccccc2)CC1(O)C(F)(F)F (stereo unspecified)	24.5	0.8	1.1	0.2	3.2	-6.7	-0.5	2.7	·	13.9
24	COc1cc2c(cc1OC)CN(C(=O)CCc1c[nH]c3ccccc13)[C@H](C(=O)O)C2	20.7	-1.2	7.5	i	1.9	-3.4	-2.4	3.6	0.3	-4.6
25	Cc1nn2c3ccccc3nc2c2ccccc12	35.7	·	-4.8	-0.3	11.3	-24.9	3.7	0.4	5.1	-10.2
26	O=C(Nc1ccc(Oc2cccc(C(F)(F)F)c2)nc1)c1ccco1	-25.5	1.5	-2.1	-0.3	-1.9	5.6	10.1	16.8	-1.1	-7.1
27	Cc1ccc(C)c(SCC(=O)Nc2cccc(S(=O)(=O)N3CCOCC3)c2)c1	·	1.6	-6.6	0.8	4.3	-1.7	·	5.6	·	-0.8
28	CC1CCCN(C(=O)COC(=O)c2ccc3[nH]c4c(c3c2)CCCC4)C1 (stereo unspecified)	·	1.2	3.9	-0.3	16.0	26.3	·	9.8	4.1	6.6
29	Cc1cc(C)cc(NC(=O)COC(=O)C2CC3C=CC2C3)c1 (stereo unspecified)	·	0.8	·	-0.3	0.8	16.5	·	5.4	·	4.6
30	CC(c1ccccc1)N1CCC(CNC(=S)Nc2cccc(Cl)c2)C1 (stereo unspecified)	2.7	0.5	5.2	-0.6	-1.6	-3.0	3.8	-7.4	-1.5	10.4
31	CCOC(=O)c1c(NC(=O)CSc2c[nH]c3ccccc23)sc2c1CCC2	0.2	-0.5	1.3	-0.3	7.2	9.6	-1.4	9.7	-16.4	-4.1
32	CCC(c1nnnn1C1CCCC1)N1CCN(c2ccccc2)CC1 (stereo unspecified)	-5.1	·	-13.4	0.6	-9.6	15.4	-1.4	7.7	5.5	10.2
33	CCCCCNC(=O)c1ccc(NS(=O)(=O)c2ccc3[nH]c(=O)[nH]c3c2)cc1	-3.0	1.2	-10.1	i	12.2	-8.6	1.1	-0.7	-13.1	-5.5
34	COc1cccc(C(C(=O)NC2CCCC2)N(C(=O)c2ccco2)c2cccc(C(C)=O)c2)c1OC (stereo unspecified)	27.4	1.0	-2.2	-0.1	3.0	16.6	2.4	-9.1	9.9	0.8
35	C[C@@H]1CNC(=O)c2c(C(=O)N[C@@H](Cc3c[nH]c4ccccc34)C(=O)OC(C)(C)C)ncn21	·	3.5	·	i	2.0	5.1	·	-5.7	·	3.6
36	COc1cc(N)c(Cl)cc1C(=O)OCC(=O)N1CCc2ccccc21	·	1.1	-1.9	-0.6	19.4	6.4	·	4.0	-4.9	11.8

Given with one line to a screen: entries from further up
#26 O=C(Nc1ccc(Oc2cccc(C(F)(F)F)c2)nc1)c1ccco1
#27 Cc1ccc(C)c(SCC(=O)Nc2cccc(S(=O)(=O)N3CCOCC3)c2)c1

entry no.	26	27
VHR inh abs	-25.5	·
TcdB inh	1.5	1.6
SSB-PriA inh	-2.1	-6.6
Vc quorum ag	-0.3	0.8
Yp Topo-I inh	-1.9	4.3
CCHF vOTU inh	5.6	-1.7
SARS 3CLpro inh	10.1	·
PrPC TRFRET	16.8	5.6
Rv3671c inh	-1.1	·
MazF activator	-7.1	-0.8

Further structures:
cpd	SMILES	VHR inh abs	TcdB inh	SSB-PriA inh	Vc quorum ag	Yp Topo-I inh	CCHF vOTU inh	SARS 3CLpro inh	PrPC TRFRET	Rv3671c inh	MazF activator
37	O=C(Cc1ccc([N+](=O)[O-])cc1)Nc1nccs1	6.2	0.7	-2.3	-0.3	-2.2	-7.1	5.0	-4.1	2.0	-4.4
38	CC1(C)N=C(N)N=C(N)N1c1ccccc1	11.9	·	-10.1	i	-1.1	7.2	-0.9	0.7	0.0	4.6
39	C[C@@]12CC(=O)NC1N(C(=O)c1cccc(C(F)(F)F)c1)C(c1ccccc1OC(=O)c1cccc(C(F)(F)F)c1)C2 (stereo partly specified)	-15.5	1.9	-5.5	1.6	8.1	23.0	2.5	-1.8	1.3	14.2
40	COc1cccc(C(=O)C2CCCN(Cc3cn[nH]c3C3CCCCC3)C2)c1 (stereo unspecified)	12.9	1.1	-2.9	i	-5.1	8.2	2.0	-7.7	-1.0	-1.7
41	CCOc1cc2[nH]c(=S)n(CCC(=O)NC3CCCCC3)c(=O)c2cc1OCC	·	0.7	·	-0.7	1.1	-4.0	·	-8.0	·	-19.5
42	Cc1cc([N+](=O)[O-])ccc1NC(=O)c1sc2ncn(CC(=O)N3CCOCC3)c(=O)c2c1C	2.8	3.1	-5.4	i	-0.5	10.1	0.1	-8.5	-0.9	0.7
43	Cc1ccc(NC(=S)N/N=C/c2ccc(Cl)c([N+](=O)[O-])c2)cc1	-16.6	·	·	-0.3	10.0	-8.7	0.2	-8.2	9.4	9.1
44	CCOc1c(Cl)cc(CNc2ccc(N3CCCC3)cc2)cc1OC	-11.2	-7.1	26.4	5.5	-13.0	-1.1	2.4	-0.2	·	-0.3
45	CCOCCCNC(=O)C1CCC(CNS(=O)(=O)c2ccc(OC)cc2)CC1 (stereo unspecified)	-6.2	-1.2	-12.7	1.1	4.5	-7.2	2.1	-8.6	5.3	2.2
46	Cc1nn(CC(O)Cn2c3c(c4ccccc42)CCN(C)C3=O)c(C)c1Br (stereo unspecified)	-7.5	·	-3.9	-0.7	22.8	3.2	0.8	1.9	-0.5	5.8
47	CCc1ccccc1NC(=O)C/C(C)=N/NC(=O)COc1ccccc1C	24.1	1.0	·	-0.9	5.1	5.1	-2.1	0.1	-3.2	7.3
48	COCCn1c(SCC(=O)NCc2ccc(OC)c(OC)c2)nc2ccccc21	31.1	0.8	-0.6	i	0.9	10.8	-4.8	-8.3	-9.1	-30.9
49	O=C(CNC(=O)c1ccco1)OCC(=O)c1ccccc1	-4.2	·	-6.6	-2.4	3.6	6.6	-6.7	0.5	2.1	2.5
50	O=C(c1ccco1)c1cn(Cc2ccccc2Cl)c2ccccc12	18.7	0.0	-10.9	i	-8.1	-4.9	-2.1	13.9	-15.7	-7.6
51	CC(=Nc1c(C)n(C)n(-c2ccccc2)c1=O)c1c(O)n(Cc2ccccc2)c(=O)[nH]c1=O	24.2	·	-2.7	i	9.4	0.9	-4.1	-9.2	0.4	-6.2
52	CC(C)Cc1ccc(C(=O)NCCOc2ccccc2)o1	33.9	-0.3	2.9	-0.3	3.2	10.1	0.7	-1.6	3.8	3.3
53	Cn1cc(CNCc2cn[nH]c2-c2ccc(F)cc2)c(-c2ccc3c(c2)OCCO3)n1	29.6	1.1	-1.7	-0.3	-8.3	-16.3	-0.4	-2.2	-2.7	4.4
54	CCOC(=O)C1(CCOC)CCN(Cc2cc3ccccc3s2)CC1	-10.4	0.5	-11.3	0.0	5.9	-3.6	-1.6	7.3	-7.1	-2.0
55	COc1ccc(N2CCN(C(=O)CN3C(=O)NC4(CCCCC4C)C3=O)CC2)cc1 (stereo unspecified)	·	2.1	-4.8	i	0.7	10.6	·	-1.3	7.2	2.9
56	O=C(CCn1ccnc1)Nc1nc2ccccc2[nH]1	12.9	·	-14.9	i	6.5	-15.6	2.8	7.1	-0.8	1.6

Screening data deposited in PubChem by several laboratories.

Only part of the results is shown (hit frequency here may not be typical).
